Assay outcomes from PubChem.
KCNH2 3.1 block: inhibitors of human KCNH2 3.1 potassium channel isoform; activity change, % (tested at about 1.8 µM); 0.95% of 340,000 active; U2OS KCNH2 3.1, thallium flux FluxOr; active compounds read low;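 active = maximum activity change below -70%; inconclusive = maximum activity change from -70% to -50%; inactive = maximum activity change above -50%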;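 also: thallium influx rate constant from kinetic fluorescence after stimulation buffer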
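Thallium flux via FluxOr fluorescence (Red40 quencher, 45 min loading) in U2OS cells virally expressing the KCNH2 3.1 isoform (1.77 x 10^8 /mL virus, overnight at 37 C). Rate constants from 2-min kinetic reads post-stimulation, normalised to positive and negative controls.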
An asterisk follows results filed as active; ? = inconclusive. % is scaled to controls: 0 for no effect and ±100 for the full control effect. Some of the compounds tested; count on the stated rates, not on these rows.

SMILES	KCNH2 3.1 block
O=C1C(Cl)=C(O)C2(Cl)C(Cl)=C(Cl)C12Cl (configuration not stated)	43
CCN(CC)C(=O)C1=C(C)N(Cc2ccc(C(C)(C)C)cc2)C(=O)C(CC(=O)NCc2ccco2)C1 (configuration not stated)	-11
COc1cc(C2c3cc4c(cc3OC(NCCc3ccccc3)C2C)OCO4)cc(OC)c1OC (configuration not stated)	-13
COCCCNC1=C(C#N)C(=O)NC(c2cccs2)S1 (configuration not stated)	2
O=C(CSc1ncnc2c1oc1ccccc12)N1CCN(c2ccccc2)CC1	-15
CN(C)c1ccc(C=c2c3cc(O)ccc3n3c2cc(-c2ccccc2)[n+]3C)cc1	-6
O=C(Cc1ccc(NC(=O)C2CCCN(C(=O)C3CC3)C2)cc1)Nc1cccc(C(=O)N2CCCCC2)c1 (configuration not stated)	9
CCN1CCC[C@H]1CNCCCn1cnc2c(SC)ncnc21	?
c1ccc2c(CCc3ccncc3)cccc2c1	-8
C[C@H](CO)N1C[C@H](C)[C@H](CN(C)C(=O)c2ccncc2)OCc2cnnn2CCCC1=O	4
O=[N+]([O-])c1ccc(Cc2ccc([N+](=O)[O-])cc2)cc1	-10
CCCCCCN1C[C@H](O)[C@@H](n2cc(-c3ccc(F)cc3)nn2)C[C@@H]1c1ccc(Cl)cc1	-45
Cc1ccc2nc(C(Cl)(Cl)Cl)nc(N/N=C/c3ccc([N+](=O)[O-])cc3)c2c1	10
CC(C)C[C@H]1CN([C@@H](CC(C)C)CN2CCCC2CN2C(=S)NC[C@@H]2Cc2ccc(O)cc2)C(=S)N1CC1CCCCCC1 (some centres not stated)	-7
COc1cc(NC(=O)C2CC3CCC2C3)c(OC)cc1Cl (configuration not stated)	-6
CC(C)(C)OC(=O)N1CCCC(C(=O)Nc2cccc(C(=O)NCCCc3ccccc3)c2)C1 (configuration not stated)	-3
C[C@H](CO)N1C[C@H](C)[C@@H](CN(C)Cc2ccc3c(c2)OCO3)Oc2cc(Br)ccc2S1(=O)=O	-7
CCOC(=O)C1=C(C(=O)OCC)N(CC)CCC1=O	-5
COc1ncccc1C(=O)N1CCCC(N2CCN(c3ccc(F)cc3)CC2)C1 (configuration not stated)	-14
COc1cccc(S(=O)(=O)N(C)C[C@@H]2OCc3cn(nn3)CCCC(=O)N([C@@H](C)CO)C[C@H]2C)c1	-12
CCCN(CC(=O)Nc1ccccc1C)C(=O)Cc1c[nH]c2ccccc12	7
Fc1ccccc1CSc1ncnc2c1ncn2C1CCCCO1 (configuration not stated)	-9
CC(C)(C)c1ccc(OCC(=O)O/N=C(\N)c2ccncc2)cc1	0
Cc1ccc(CNn2cn[nH]c2=S)cc1	17
O=c1cc(-c2ccccc2)nc2c(Cl)cc(Cl)cn12	-2
CCOC(=O)c1ccc(NC(=S)NCc2ccc(F)cc2)cc1	-25
O=C(O)c1c[nH]c2nccnc12	-1
NC(=O)c1ncn([C@@H]2O[C@H](CNCc3ccc(OCC(=O)Nc4ccccn4)cc3)[C@@H](O)[C@H]2O)n1	-45
COc1ccc(CCNCCC(c2ccccc2)c2ccccc2)cc1OC	-33
CCN1C(=O)[C@H]2[C@@H](c3ccc(C)cc3)N[C@]3(CCCN(Cc4ccc(F)cc4)C3=O)[C@H]2C1=O	-4
CC(C)(C)NC(=O)CN1C(=O)c2cccc3cccc1c23	16
CCCCCCN1C[C@H](O)[C@@H](n2cc(-c3ccc(F)cc3)nn2)C[C@@H]1c1ccc(C)cc1	-39
COc1ccc(CCNC(=O)c2cc(-c3ccccc3)c(N3CCOCC3)s2)cc1OC	6
O=C(Cc1cccc(NC(=O)C2CCCN(C(=O)c3ccccc3)C2)c1)Nc1cccc(C(=O)N2CCCCC2)c1 (configuration not stated)	-17
Oc1c(C(c2ccccc2)N2CCCCC2)ccc2ccccc12 (configuration not stated)	0
O=C1CSC(=S)N1c1ccccc1	3
COC(=O)CCN1CCC2CC1c1cc(Cl)ccc12 (configuration not stated)	11
COc1ccc(NC2=CC(=O)CC(c3ccc(C)cc3)C2)c(OC)c1 (configuration not stated)	8
COc1ccc2nc(NCc3ccc(OC)c(OC)c3OC)sc2c1	1
Cc1cc(OCC(=O)OC(C)C(=O)NC2CC2)c(C(C)C)cc1Cl (configuration not stated)	-8
CC(=O)Nc1cc2c(c(Cl)c1Cl)-c1ccccc1C2=O	1
COc1cccc(S(=O)(=O)N(C)C[C@H]2OCc3cnnn3CCCC(=O)N([C@H](C)CO)C[C@@H]2C)c1	5
CCOC(=O)C(Cc1c[nH]c2cc([N+](=O)[O-])ccc12)(NC(C)=O)C(=O)OCC	12
O=[N+]([O-])c1cc2ncccc2c2ncccc12	-6
O=C(NCCS(=O)(=O)NCc1cccs1)c1ccccc1	-8
COC(=O)C1C2CC3c4[nH]c5cc(OC)ccc5c4CCN3CC2CC(OC(=O)CC(C)=O)C1OC (configuration not stated)	9
CN(CC(=O)Nc1c(Cl)cccc1Cl)CC(=O)N1CCc2ccccc21	1
CCC1CCCCN1C(=O)COC(=O)c1cncc(Br)c1 (configuration not stated)	7
CCC1(c2ccccc2)C(=O)N=C(N)N(C#N)C1=O (configuration not stated)	28
CCOC(=O)c1cc(NC(=O)c2cccnc2)ccn1	6
CCOc1ccc(NC(=O)N(C2CCCCC2)C2CCN(C(C)=O)CC2)cc1	3
COc1ccc(NC(=O)COC(=O)C2CCCN2C(=O)OC(C)(C)C)cc1Cl (configuration not stated)	17
CCCCN(C(=O)CCOc1ccc(OCC)cc1)c1c(N)n(Cc2ccccc2)c(=O)[nH]c1=O	-14
C[C@@H]1CC[C@@]2(O[C@@H](CCO)C[C@H](O)[C@H]2O)O1	-6
CCc1nnc(NC(=O)c2cc(S(=O)(=O)N3CCN(CC)CC3)ccc2Cl)s1	8
C[C@H](CO)N1C[C@H](C)[C@@H](CN(C)C(=O)c2ccc3ccn(C)c3c2)OCc2cnnn2CCCC1=O	1
C[C@H](CO)NC(=O)c1[nH]cnc1C(=O)Nc1ccc(CNC(=O)OC(C)(C)C)cc1	5
CCc1cnccc1CCC(=O)Nc1ccccc1C	-25
O=C(CSCC(=O)NN=Cc1ccccc1)NN=Cc1ccccc1	15
Cc1cccc(OCc2ccccc2)n1	-6

In another format: entries from further up.
Structure | KCNH2 3.1 block
Cc1cc(OCC(=O)OC(C)C(=O)NC2CC2)c(C(C)C)cc1Cl (configuration not stated) | -8
CC(=O)Nc1cc2c(c(Cl)c1Cl)-c1ccccc1C2=O | 1
COc1cccc(S(=O)(=O)N(C)C[C@H]2OCc3cnnn3CCCC(=O)N([C@H](C)CO)C[C@@H]2C)c1 | 5
CCOC(=O)C(Cc1c[nH]c2cc([N+](=O)[O-])ccc12)(NC(C)=O)C(=O)OCC | 12
O=[N+]([O-])c1cc2ncccc2c2ncccc12 | -6
O=C(NCCS(=O)(=O)NCc1cccs1)c1ccccc1 | -8
COC(=O)C1C2CC3c4[nH]c5cc(OC)ccc5c4CCN3CC2CC(OC(=O)CC(C)=O)C1OC (configuration not stated) | 9
CN(CC(=O)Nc1c(Cl)cccc1Cl)CC(=O)N1CCc2ccccc21 | 1
CCC1CCCCN1C(=O)COC(=O)c1cncc(Br)c1 (configuration not stated) | 7
CCC1(c2ccccc2)C(=O)N=C(N)N(C#N)C1=O (configuration not stated) | 28
CCOC(=O)c1cc(NC(=O)c2cccnc2)ccn1 | 6
CCOc1ccc(NC(=O)N(C2CCCCC2)C2CCN(C(C)=O)CC2)cc1 | 3
COc1ccc(NC(=O)COC(=O)C2CCCN2C(=O)OC(C)(C)C)cc1Cl (configuration not stated) | 17
CCCCN(C(=O)CCOc1ccc(OCC)cc1)c1c(N)n(Cc2ccccc2)c(=O)[nH]c1=O | -14
C[C@@H]1CC[C@@]2(O[C@@H](CCO)C[C@H](O)[C@H]2O)O1 | -6
CCc1nnc(NC(=O)c2cc(S(=O)(=O)N3CCN(CC)CC3)ccc2Cl)s1 | 8
C[C@H](CO)N1C[C@H](C)[C@@H](CN(C)C(=O)c2ccc3ccn(C)c3c2)OCc2cnnn2CCCC1=O | 1
C[C@H](CO)NC(=O)c1[nH]cnc1C(=O)Nc1ccc(CNC(=O)OC(C)(C)C)cc1 | 5
CCc1cnccc1CCC(=O)Nc1ccccc1C | -25

(cont.)
SMILES	KCNH2 3.1 block
Cn1ncc2c(=O)[nH]c(N)nc21	4
Cc1ccc(S(=O)(=O)N2CCOCC2)cc1NC(=O)Cn1nnc(-c2ccccc2)n1	-1
CCNC(=S)N1CCC(C(=O)c2ccc(F)cc2)CC1	8
O=C(NCc1ccccc1)c1cccc(NC(=O)C2CCCCC2)c1	-12
O=C(Cc1cccs1)NCCS(=O)(=O)N1CCN(c2ccccc2)CC1	-6
CN(C(=O)c1ccc(NC(=O)Cc2ccc(NC(=O)C3CCCN(C(=O)C4CC4)C3)cc2)cc1)C1CCCC1 (configuration not stated)	-23
O=S(=O)(c1ccc(NC(=S)N2CCOCC2)cc1)N1CCCCC1	-13
Cc1[nH]nc(C(F)(F)F)c1N=NN1CCOCC1	-4
COC(=O)C[C@@H]1C[C@@H]2c3cc(NS(=O)(=O)c4ccc(F)cc4)ccc3O[C@@H]2[C@H](CO)O1	-20
Cc1oc(-c2cccs2)nc1CNC[C@H]1O[C@@H](n2cnc(C(N)=O)n2)[C@H](O)[C@@H]1O	2
COc1ccc(CN(C)CCCn2cnc3c(SC)ncnc32)cc1OC	-2
O=C(O)C=Cc1c[nH]c2nccnc12	-3
NC(=O)NC(CC(=O)OCC(=O)Nc1nnc(-c2ccccc2)o1)c1ccc(Cl)cc1 (configuration not stated)	0
O=C(Nc1ccc(C(=O)N2CCCCC2)cc1)c1ccccc1	17
Cc1ccc(S(=O)(=O)N2C[C@H]3[C@H]4C(=O)N(c5ccccc5)C(=O)[C@H]4C[C@H](OC(=O)NCc4ccccc4F)[C@@]3(O)C2)cc1	7
CC(C)C[C@H]1CN([C@@H](Cc2ccc(O)cc2)CN2CCC[C@@H]2CN2C(=O)C(=O)NC[C@@H]2Cc2ccccc2)C(=O)C(=O)N1CC1CCCCC1	3
C[C@H](CO)N1C[C@H](C)[C@H](CN(C)S(=O)(=O)c2cn(C)cn2)OCc2cnnn2CCCC1=O	-2
C[C@@H]1CCCCO[C@@H](CN(C)CC2CCCCC2)[C@@H](C)CN([C@H](C)CO)C(=O)c2cc(NS(=O)(=O)c3ccc(Cl)cc3)ccc2O1	-21
O=C1NC(=O)C2(CCCC2c2ccccc2)N1 (configuration not stated)	-13
O[C@@H]1CN(Cc2cccs2)[C@@H](c2ccccc2)C[C@H]1n1cc(C2CC2)nn1	-3
Cc1cccc(CCNC(=O)C2CCC(=O)N(Cc3ccccc3F)C2)n1 (configuration not stated)	6
O=C(c1cccs1)N1C[C@@H](O)[C@H](n2cc(-c3ccc(F)cc3)nn2)C[C@@H]1c1ccccc1	-3
Clc1ccc(C=Cc2ccccn2)cc1	-9
COc1ccc([C@H]2N[C@]3(CCCN(Cc4ccc(C(F)(F)F)cc4)C3=O)[C@H]3C(=O)N(Cc4ccccc4)C(=O)[C@@H]23)cc1	-12
OC1(c2ccccc2)CC(c2ccccc2)c2ccccc2O1 (configuration not stated)	-2
C#CCOCCOCCOCCNc1nc(N2CCN(C(=O)[C@H](C)n3cc(CCC(=O)O)nn3)CC2)nc(N2CCN(C(=O)[C@H](C)n3cc(CCC(=O)O)nn3)CC2)n1	-6
O=C(N=C1SC2CS(=O)(=O)CC2N1Cc1ccccc1)C1CC1 (configuration not stated)	-5
O=C(OCc1ccccc1)N(CCF)c1cn(Cc2ccccc2)c(=O)n(Cc2ccccc2)c1=O	5
O=c1[nH]nc(Br)c(=O)n1C(c1ccccc1)c1ccccc1	-15
CC1(C)Cc2cccc(OCC(=O)OCC(=O)Nc3ccc(S(N)(=O)=O)cc3)c2O1	-12
CCC(=O)Nc1nnc(SCC(=O)NCC2CCCO2)s1 (configuration not stated)	3
COc1ccc(S(=O)(=O)N2CCC(C(=O)NCCc3ccc(OC)c(OC)c3)CC2)cc1	-4
CN(C)c1ccc(/C=C2\c3ccccc3C(=O)N2c2ccccc2)cn1	-16
c1ccc(COc2ncnc3c2ncn3CCCNCc2cccs2)cc1	21
NC(=O)NN=C1CCN2CCCc3cccc1c32	-7
CC(=O)Oc1ccccc1C(=O)C=Cc1cccc([N+](=O)[O-])c1	-4
O=C(O)C1CCCN1c1nc(Cl)ccc1[N+](=O)[O-] (configuration not stated)	-2
NC(=O)c1nc2c([nH]c1=O)CCCC2	15
CCN(CC(=O)Nc1ccccc1OC)C(=O)CSCC(=O)Nc1cccc(C)c1	6
Nc1nc(N)c2c(n1)CN(Cc1ccc(Cl)cc1)C2	0
O=C1CC[C@@H](C(=O)N2CSC[C@@H]2C(=O)Nc2ccc(C(F)(F)F)cc2)N1	0
Cc1cc(-c2ccccc2)nc(Nc2nc3c(C)cccc3c(=O)[nH]2)n1	0
Cc1cc(/C=N/n2cnnc2)c(C)n1-c1ccc2ncccc2c1	-9
OC(c1ccccc1)c1ccccc1CN1CCCNC1=S (configuration not stated)	2
C[C@@H]1CN([C@@H](C)CO)C(=O)CCCn2nncc2CO[C@@H]1CN(C)C(=O)C1CCCCC1	1
CCCC[C@@H]1C[C@H]1[C@@H](NC(=O)c1cccs1)c1ccc(C(F)(F)F)cc1	2
O=C1c2ccccc2C(=O)N1c1nccs1	-9
Cc1ccc(NCCN(C)C)c2c(=O)c3cc(O)ccc3sc12	-9
CN1C[C@@H]2[C@@H]3C(=O)N(C)C(=O)[C@@H]3[C@](Cc3ccccc3)(C1=O)N2C(=O)c1ccc(Cl)cc1	6
Nc1c(Cl)cc(-c2csc(N3CCCC3c3nc4cc(Cl)c(N5CCCCC5)cc4n3CCCO)n2)cc1Cl (configuration not stated)	-13
Cc1ccc([C@@H]2C[C@H]3[C@@H](CN2S(=O)(=O)c2ccc(C)cc2)C(=O)C[C@@H](c2ccc(Cl)cc2)N3S(=O)(=O)c2ccccc2C)cc1	1
CCn1cc(C(=O)N2CCCC(C(=O)c3cccc(C(F)(F)F)c3)C2)cn1 (configuration not stated)	3
